Screening results: PubChem, several laboratories
GPR35 antagonists: GPR35 antagonists blocking zaprinast-driven arrestin recruitment, primary screen, imaging, U2OS, beta-arrestin-GFP, zaprinast agonist (AID 2058). U2OS GPR35 beta-arrestin-GFP translocation imaging, zaprinast antagonism; higher % means a stronger effect. inhibition, % at 10 µM, or IC50 in µM where a hit was titrated. hit rate 0.052% among 290,000;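 active means inhibition of at least 50% with at least 30 cells and total cytoplasm GFP at most 10,000,000; inconclusive means under 30 cells or total GFP of 10,000,000 plus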
NTR1 ag: NTR1-driven beta-arrestin-GFP spot formation – imaging, U2OS cells, high content, primary screen (AID 493036); P30989; agonist mode; activation, % at 20 µM; hit rate 0.17% among 330,000;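 active means activation at or above 40% of the spot to cytoplasm intensity ratio, with at least 20 cells analyzed; inconclusive means wells under 20 cells, flagged as cytotoxic or low count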;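 further: 0% = DMSO without peptide and 100% = 100 nM NTR1 peptide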
Target sequence (P30989 whole entry, looked up): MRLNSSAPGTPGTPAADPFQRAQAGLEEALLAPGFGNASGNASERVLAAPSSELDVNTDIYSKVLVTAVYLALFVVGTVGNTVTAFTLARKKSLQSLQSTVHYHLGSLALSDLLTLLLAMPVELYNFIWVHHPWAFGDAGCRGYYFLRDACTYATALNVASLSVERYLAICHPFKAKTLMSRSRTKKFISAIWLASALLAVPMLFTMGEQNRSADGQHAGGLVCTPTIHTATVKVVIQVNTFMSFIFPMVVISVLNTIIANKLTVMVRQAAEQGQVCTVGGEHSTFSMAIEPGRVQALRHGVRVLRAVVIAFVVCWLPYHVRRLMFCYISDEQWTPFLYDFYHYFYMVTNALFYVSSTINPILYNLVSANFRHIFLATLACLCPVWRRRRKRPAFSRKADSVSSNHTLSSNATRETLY
Hep lipid drop: hepatic lipid droplet formation modulation. AML12 mouse hepatocytes, oleate lipid droplets, BODIPY imaging. inhibition, % at 6.5 µM. hit rate 0.4% among 240,000. AID 1656;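 active means lipid droplet intensity inhibited by at least 50%, with more than 500 cells counted; inconclusive means wells with under 300 cells, treated as cytotoxic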
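Assay system: AML12 hepatocytes (mouse) / Also added: 100 µM oleic acid challenge / Times: overnight treatment with compound plus oleate / Detection: high-content imaging of BODIPY-stained droplets and DAPI nuclei / Evaluation: % inhibition of lipid droplet signal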
GPR55 LPI antagonism: GPR55 antagonists blocking LPI-driven arrestin recruitment, primary screen, imaging, U2OS, beta-arrestin-GFP, LPI agonist (AID 2013); hit rate 0.13% among 290,000; U2OS GPR55 beta-arrestin-GFP translocation imaging, LPI antagonism; higher % means a stronger effect; one-dose inhibition, % at 10 µM; IC50 in µM for titrated hits;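 active means spots per cell inhibited over 60%, with over 100 cells counted and total cytoplasm intensity under 500,000; inconclusive means wells with under 100 cells, flagged as likely toxic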;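 further: U2OS cells stably carrying GPR55 and arrestin-GFP stimulated by 5 µM LPI near EC80; imaged beta-arrestin-GFP aggregate spots per cell after agonist stimulation; plate controls were LPI-stimulated DMSO wells for no effect and DMSO wells without LPI for full effect; some results filed as inactive read as strong as hits; confirmed hits need IC50 under 10 µM and bright autofluorescent wells are also inconclusive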
Rac1 GTP hydrolysis: MgcRacGAP GTPase-activating activity inhibitors, confirmation, biochemical, ADP Hunter fluorescence | MgcRacGAP-stimulated Rac1 GTP hydrolysis, ADP Hunter fluorescence; higher % means a stronger effect; GST-tagged Rac1 F28L mutant substrate | inhibition, % at 30 µM, or IC50 in µM where a hit was titrated | hit rate 0.6% among 340,000 | AID 624330;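 active means first-screen hits whose inhibition reached a set limit at any dose in the follow-up dose series; inconclusive means inhibition above the set first-screen limit but never retested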;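 further: fluorescence reports GDP produced by GAP-driven GTP hydrolysis; strong numbers were not always called active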
SV40 large T antigen: SV40 large T antigen inhibitors, biochemical (AID 1903) | SV40 large T antigen ATPase/helicase inhibition assay; higher % means a stronger effect | inhibition, % at 20 µM, or IC50 in µM where a hit was titrated | hit rate 0.39% among 310,000; in the data active means a potency from the dose series; inconclusive means inhibition mostly from about 32% at the one dose, without a potency; inactive means the rest, 99 in 100 with inhibition below about 32%; further: strong numbers were not always called active
T cell modulator: T cell immune modulators affecting CD8 T cell-vesicle binding; 2C CD8+ T cell-vesicle binding, flow cytometry; hits give low values; calls only at 7 µM; hit rate 0.068% among 330,000; AID 2052;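 active means response, share of CD8 T cells binding vesicles, and their 90th percentile fluorescence all below set limits, cut at about 80% in these data, passing the limit was not always enough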
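Assay system: 2C TCR transgenic mouse naive CD8+ T cells, MACS-purified | Read-out: CD8+ gate FL2 mean fluorescence as % of same-row positive control | Signal: High-throughput flow cytometry with anti-B7-1 and anti-CD8 staining | Timing: Binding step 1.5 h, 37 °C, antibody labelling 20 min, ice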
GPR55 activation: selective activators of receptor GPR55 – imaging, U2OS cells, beta-arrestin-GFP redistribution, primary screen (AID 1961). hit rate 0.048% among 290,000. U2OS GPR55 beta-arrestin-GFP redistribution imaging; higher % means a stronger effect. activation, % at 10 µM, or EC50 in µM where a hit was titrated;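 active means activation above 40% with more than 50 cells counted in the well; inconclusive means wells holding fewer than 50 cells, flagged as toxic or sparse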;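 further: U2OS osteosarcoma cells stably expressing GPR55 and beta-arrestin-GFP; plate controls were DMSO negative control for no effect and LPI positive control for full effect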
LYP phosphatase: PTPN22 lymphoid phosphatase activity blockers – biochemical, fluorescence intensity, uHTS (AID 1779); recombinant LYP phosphatase, fluorescence intensity; higher % means a stronger effect; inhibition, % at 11.5 µM, or IC50 in µM where a hit was titrated; hit rate 0.054% among 290,000; in the data active means inhibition above about 50%;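 further: plate controls were vehicle with enzyme for no effect and no enzyme for full effect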
Hep lipid drop cells 6.5 µM: recorded beside Hep lipid drop, whose call it bears; cell count; measured here: cell count, cytotoxicity flag;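 cells counted across two imaged fields per well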
T cell modulator vesicle-bound %: recorded beside T cell modulator, whose call it bears; double positive events, %; measured here: CD8+ vesicle-bound cell fraction;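 binding gate set so that unloaded-vesicle control wells show 10% double positive cells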
NTR1 ag cell count 20 µM: also measured in NTR1 ag; calls as there; cell count; measured here: cell count, cytotoxicity flag
An asterisk follows results filed as active; i = inactive; ? = inconclusive; · = not tested or not shown; + = active, no number; & = joins results of further samples.

SMILES	GPR35 antagonists	NTR1 ag	NTR1 ag cell count 20 µM	Hep lipid drop	Hep lipid drop cells 6.5 µM	GPR55 LPI antagonism	Rac1 GTP hydrolysis	SV40 large T antigen	T cell modulator	T cell modulator vesicle-bound %	GPR55 activation	LYP phosphatase
COc1ccc(C(=O)/C(=C/c2cccs2)c2nc3ccccc3o2)cc1	-5%	-2.3	32	-4	764	8%	11%	4%	i	36	0.2%	0%
CNC(=O)CC12CC3CC(CC(C3)C1)C2	0%	1.0	53	6	703	5%	5%	14%	i	42	-0.1%	-10%
O=C(CCN1CCC(c2ccccc2)C1)c1ccccc1 (centres undefined)	20%	0.1	75	·	·	1%	6%	11%	i	24	0.0%	0%
O=[N+]([O-])c1cccc(Cl)c1NCCNc1ncc(C(F)(F)F)cc1Cl	-13%	10	80	·	·	8%	8%	19%	i	31	0.2%	-3%
O=S1(=O)CCC(NC(=S)N2CCCCCC2)C1 (centres undefined)	27%	0.8	53	2	647	-8%	3%	11%	i	45	-0.3%	-8%
FCCCOc1ccc(-c2ccnc3ncnn23)cc1	9%	-2.1	30	-9	775	-5%	3%	-2%	i	43	-0.1%	-48%
Cc1ccc(C)c(N2CCN(c3nc4ccccc4c(=O)n3Cc3ccccc3)CC2)c1	28%	2.9	72	·	·	16%	9%	1%	i	49	0.2%	2%
COc1cccc(/C=C2/SC(=S)N(CC(=O)NNC(=O)c3ccccc3O)C2=O)c1	-6%	1.7	48	4	812	4%	5%	10%	i	16	0.0%	4%
CCOC(=O)c1ccc(NC(=O)COc2ccccc2CNCCO)cc1	-6%	0.0	36	5	675	12%	1%	20%	i	41	-0.1%	-1%
CC1CCCCC1NC(=O)c1cc2ccccc2o1 (centres undefined)	-5%	-2.0	58	20	572	14%	9%	0%	i	55	0.8%	-2%
CN1CC2(C)CN(C(c3ccccc3)c3ccccc3)CC(C)(C1)C2O (centres undefined)	-3%	1.7	63	·	·	6%	2%	14%	i	47	-0.3%	-2%
CCOC(=O)c1c(-c2ccncc2)csc1N	-3%	2.9	85	-1	715	7%	7%	13%	i	31	0.7%	-5%
Cc1cccc(C2Nc3ccccc3C(=O)N2c2ccc(F)cc2)n1 (centres undefined)	-1%	-1.9	96	-7	696	7%	5%	11%	i	24	0.1%	-7%
OC12CCCCC1C(c1ccc3c(c1)OCO3)N(Cc1ccc(F)cc1)CC2 (centres undefined)	-10%	0.1	48	·	·	5%	15%	-3%	i	20	1.4%	-10%
Cc1ccccc1Sc1ncccc1[N+](=O)[O-]	·	0.1	62	·	·	·	1%	1%	i	32	·	·
COc1cc2c(cc1OC)CN(C(=O)c1ccncc1)CC2	3%	-0.5	74	·	·	4%	5%	1%	i	39	-0.1%	-6%
COc1ccc(-c2cn(-c3ccc(C)c(C)c3)c(=S)[nH]2)cc1OC	-16%	4.3	88	-41	745	-6%	10%	-3%	i	11	0.3%	0%
CCc1ccc(OCCOCC(O)CN(CCO)CCO)cc1 (centres undefined)	-8%	0.0	51	-6	569	6%	5%	1%	i	43	-0.2%	-5%
COc1cccc(-n2nc3c(=S)[nH]nc(C)c3c2C)c1	5%	-0.4	44	·	·	15%	13%	6%	i	4	0.2%	-7%
O=C(Nc1ccc(Cn2ccnc2)cc1)c1cccc(C(F)(F)F)c1	3%	0.8	46	9	864	15%	8%	8%	i	59	-0.3%	-10%
CCn1c(C(=O)N2CCC(C(=O)N3CCN(c4ccccn4)CC3)CC2)cc2sccc21	-10%	10	52	-32	644	12%	5%	2%&5%	i	19	-0.3%	-8%
O=C(COc1ccc(/C=N/NS(=O)(=O)c2ccccc2)cc1)N1CCOCC1	-9%	0.4	47	-5	685	-6%	-6%	3%	i	25	0.0%	-5%
CC(Sc1ncc(C(F)(F)F)cc1Cl)C(=O)NC(N)=O (centres undefined)	-3%	1.8	59	-22	696	2%	-1%	6%	i	42	-0.4%	-9%
Cc1cccc(C)c1OCc1cc(C(=O)N2CCCC2c2nonc2C)no1 (centres undefined)	8%	5.1	80	·	·	19%	3%	-7%	i	9	-0.1%	-2%
O=C1CSC(=S)N1/N=C/c1ccc(O)c(O)c1O	-14%	-0.7	51	8	735	1%	-148%	26%	i	38	-0.3%	-3%
CC1(C)CC(=O)C(C2C3=C(CC(C)(C)CC3=O)Oc3c(Br)cc(Br)cc32)=C(O)C1 (centres undefined)	-10%	8.4	60	-10	781	-9%	0%	8%	i	46	0.4%	-5%
O=C(Nc1cccc(CCc2ccccn2)c1)c1ccc(Cl)cc1	4%	0.4	39	2	717	4%	·	-1%	i	6	0.5%	8%
O=C(COC(=O)c1n[nH]c2ccccc12)c1cccc(Br)c1	-4%	5.4	73	-2	663	11%	10%	9%	i	29	-0.1%	-5%
Cc1ccc(N(Cc2cc(=O)[nH]c3ccccc23)C(=O)C(C)C)cc1	-2%	3.1	49	-4	745	9%	5%	17%	i	5	0.5%	-6%
CCOC(=O)c1c(-c2ccccc2)nc2ccccn12	9%	-2.2	94	·	·	0%	2%	3%	i	16	-0.1%	-3%
COc1cccc(/C=C/c2ccc3ccccc3n2)c1OC(C)=O	7%	9.7	87	-1	704	-2%	-3%	12%	i	40	0.3%	3%
Cc1nnc(SCC(=O)N(C2CCCCC2)C2CCS(=O)(=O)C2)n1N (centres undefined)	·	-0.9	56	·	·	·	0%	11%	i	27	·	·
O=C(NCc1ccccc1)C1=C[C@@H](c2csc3ccccc23)C[C@@H](OCc2ccc(CO)cc2)O1	0%	4.2	74	-29	769	1%	2%	4%	i	30	0.1%	2%
CC1CCC(NC(=O)CC(NC(N)=O)c2ccccc2Cl)CC1 (centres undefined)	-3%	1.0	72	-13	740	-20%	6%	5%	i	40	-0.2%	-8%
Cc1cc(NC(=O)CCC(=O)N(CC(=O)NC2CCCC2)c2ccc(Cl)c(Cl)c2)no1	10%	1.4	52	-11	802	2%	7%	7%	i	43	-0.1%	-1%
CCOc1cc(NC(=S)NCCCOC)c(OCC)cc1NC(=O)c1cccs1	-12%	3.7	32	-14	642	-1%	0%	10%	i	37	?	-3%
CCSc1ccccc1C(=O)N1CCN(c2ccc([N+](=O)[O-])cc2)CC1	2%	2.2	21	2	638	-12%	6%	0%	i	29	-0.1%	3%
COc1ccccc1NC(=O)CCN1CC(C)OC(C)C1 (centres undefined)	-4%	-1.1	42	-8	705	3%	14%	2%	i	19	-0.3%	-8%
O=C(CCC1CCCCC1)Nc1ncn[nH]1	8%	1.2	75	6	682	11%	5%	18%	i	7	-0.2%	0%
COC(=O)c1cc2ccsc2n1CC(=O)N(C)c1ccccc1	14%	0.6	37	-14	682	-5%	2%	4%	i	13	-0.2%	1%
N#C/C(=C\c1ccc[nH]1)C(=O)N1CCCCC1	0%	-0.9	61	1	708	8%	·	1%	i	34	0.0%	-6%
CCOC(=O)CN1CC23C=CC(O2)C(C(=O)NC2CCCCC2)C3C1=O (centres undefined)	-16%	-2.6	84	·	·	6%	-2%	7%	i	58	0.7%	-7%
O=C(Nc1cccnc1)c1cc(-c2cccc(Br)c2)nc2ccccc12	26%	9.5	84	-58	751	2%	5%	10%	i	71	-0.1%	-3%
CC(C)NC(=O)c1cccc(Cn2cc(Cl)cn2)c1	-3%	-1.1	83	·	·	26%	1%	-4%	i	16	-0.1%	-9%
CCN(CC)CCN1C(=O)C(O)=C(C(=O)c2sc(C)nc2C)C1c1cccnc1 (centres undefined)	16%	-0.8	83	8	710	0%	4%	2%	i	10	-0.1%	3%
O=C(c1cccc(Br)c1)N1CCN(C2=NS(=O)(=O)c3ccccc32)CC1	-10%	1.7	66	-1	827	5%	7%	13%	i	19	-0.1%	-8%
Cc1ccc(O)c(C2=NNC(c3ccc(Cl)cc3)C2)c1 (centres undefined)	-5%	6.4	63	-6	686	1%	0%	0%	i	16	-0.3%	6%
CC(=O)c1ccc(NC(=O)/C(=C\c2ccccc2)NC(=O)c2ccco2)cc1	-3%	-0.4	37	-1	760	13%	·	2%	i	58	0.9%	12%
CCCCCCSc1ccc([C@H]2N[C@@](CC(C)C)(C(=O)OC)[C@H]3C(=O)N(C)C(=O)[C@@H]23)cc1OC	·	9.0	95	·	·	·	6%	7%	i	11	·	·
Cc1cc(Cl)c(OCCCN2CCCCC2)c(Br)c1	-7%	-1.5	60	-5	625	25%	?	11%	+	2.8*	-0.8%	-2%

Part of the list above, showing only T cell modulator and T cell modulator vesicle-bound %:
canonical_smiles | T cell modulator | T cell modulator vesicle-bound %
Cc1ccc(O)c(C2=NNC(c3ccc(Cl)cc3)C2)c1 (centres undefined) | i | 16
O=C(Nc1cccnc1)c1cc(-c2cccc(Br)c2)nc2ccccc12 | i | 71

New compounds follow
SMILES	GPR35 antagonists	NTR1 ag	NTR1 ag cell count 20 µM	Hep lipid drop	Hep lipid drop cells 6.5 µM	GPR55 LPI antagonism	Rac1 GTP hydrolysis	SV40 large T antigen	T cell modulator	T cell modulator vesicle-bound %	GPR55 activation	LYP phosphatase
COc1ccc(/C=C(/NC(=O)c2cccc([N+](=O)[O-])c2)C(=O)O)cc1	1%	3.7	107	2	794	-1%	13%	17%	i	58	-0.1%	4%
O=C(Nc1ccc(OC(F)(F)F)cc1)c1ccc2c(c1)no[n+]2[O-]	·	2.0	49	·	·	·	10%	10%	i	24	·	·
CCOC(=O)c1sc2nc(N3CCOCC3)c3c(c2c1N)CCN(Cc1ccccc1)C3	2%	5.7	53	·	·	3%	7%	18%	i	48	0.0%	-2%
COC(=O)c1cccc(NC(=S)N2CCN(C)CC2)c1	0%	1.2	58	-6	858	2%	8%	8%	i	26	0.5%	-8%
COc1ccc(C(=O)NNC(=O)CSc2nnc(-c3cccnc3)o2)cc1	-10%	-0.7	85	6	539	5%	8%	·	i	52	-0.1%	4%
